# PfHsp40 yeast = compounds rescuing yeast from Plasmodium falciparum HSP40 toxicity; growth rescue, % at 12.5 µM; 340,000 tested, 0.68% active; S. cerevisiae expressing PfHsp40, growth rescue, ATP luminescence; in the data active = growth rescue above about 28%, passing the limit was not always enough; inconclusive = no clear call, values can overlap the other calls;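 note: yeast W303a lacking pdr1 and pdr3 grown in galactose medium; growth measured after three days at 30 °C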
# PrPC TRFRET = inhibitors of human cell surface prion protein PrPC. P04156. TR-FRET read-out. inhibition, % at 13.8 µM. 370,000 tested, 0.43% active. AID 720596; in the data active = inhibition above about 24%; note: 0% = median of the test wells and 100% = reference compound wells
# FadD28 binding = inhibitors of Mycobacterium tuberculosis FadD28 bisubstrate binding; 360,000 tested, 0.22% active; inhibition, % at 12.5 µM; AID 588549; FadD28 bisubstrate probe binding, fluorescence polarization; in the data active = inhibition above about 8.5%, passing the limit was not always enough; inconclusive = no clear call, values can overlap the other calls
# BoNT-F LC inh = inhibitors of Botulinum neurotoxin F light chain protease; Multiplex microsphere protease cleavage assay, flow cytometry; inhibition, % at 10 µM; 360,000 tested, 0.22% active; in the data active = inhibition above about 35%, passing the limit was not always enough; inconclusive = no clear call, values can overlap the other calls; note: plate controls were buffer without enzyme for full effect and enzyme alone for no effect
# TcdB inh = inhibitors of Clostridioides difficile toxin B glycohydrolase; P18177; TcdB glycohydrolase enzymatic assay, plate reader; inhibition, % at 9.99 µM; 350,000 tested, 0.24% active; AID 652162; in the data active = inhibition above about 10%
# Target sequence (P18177 whole entry, looked up): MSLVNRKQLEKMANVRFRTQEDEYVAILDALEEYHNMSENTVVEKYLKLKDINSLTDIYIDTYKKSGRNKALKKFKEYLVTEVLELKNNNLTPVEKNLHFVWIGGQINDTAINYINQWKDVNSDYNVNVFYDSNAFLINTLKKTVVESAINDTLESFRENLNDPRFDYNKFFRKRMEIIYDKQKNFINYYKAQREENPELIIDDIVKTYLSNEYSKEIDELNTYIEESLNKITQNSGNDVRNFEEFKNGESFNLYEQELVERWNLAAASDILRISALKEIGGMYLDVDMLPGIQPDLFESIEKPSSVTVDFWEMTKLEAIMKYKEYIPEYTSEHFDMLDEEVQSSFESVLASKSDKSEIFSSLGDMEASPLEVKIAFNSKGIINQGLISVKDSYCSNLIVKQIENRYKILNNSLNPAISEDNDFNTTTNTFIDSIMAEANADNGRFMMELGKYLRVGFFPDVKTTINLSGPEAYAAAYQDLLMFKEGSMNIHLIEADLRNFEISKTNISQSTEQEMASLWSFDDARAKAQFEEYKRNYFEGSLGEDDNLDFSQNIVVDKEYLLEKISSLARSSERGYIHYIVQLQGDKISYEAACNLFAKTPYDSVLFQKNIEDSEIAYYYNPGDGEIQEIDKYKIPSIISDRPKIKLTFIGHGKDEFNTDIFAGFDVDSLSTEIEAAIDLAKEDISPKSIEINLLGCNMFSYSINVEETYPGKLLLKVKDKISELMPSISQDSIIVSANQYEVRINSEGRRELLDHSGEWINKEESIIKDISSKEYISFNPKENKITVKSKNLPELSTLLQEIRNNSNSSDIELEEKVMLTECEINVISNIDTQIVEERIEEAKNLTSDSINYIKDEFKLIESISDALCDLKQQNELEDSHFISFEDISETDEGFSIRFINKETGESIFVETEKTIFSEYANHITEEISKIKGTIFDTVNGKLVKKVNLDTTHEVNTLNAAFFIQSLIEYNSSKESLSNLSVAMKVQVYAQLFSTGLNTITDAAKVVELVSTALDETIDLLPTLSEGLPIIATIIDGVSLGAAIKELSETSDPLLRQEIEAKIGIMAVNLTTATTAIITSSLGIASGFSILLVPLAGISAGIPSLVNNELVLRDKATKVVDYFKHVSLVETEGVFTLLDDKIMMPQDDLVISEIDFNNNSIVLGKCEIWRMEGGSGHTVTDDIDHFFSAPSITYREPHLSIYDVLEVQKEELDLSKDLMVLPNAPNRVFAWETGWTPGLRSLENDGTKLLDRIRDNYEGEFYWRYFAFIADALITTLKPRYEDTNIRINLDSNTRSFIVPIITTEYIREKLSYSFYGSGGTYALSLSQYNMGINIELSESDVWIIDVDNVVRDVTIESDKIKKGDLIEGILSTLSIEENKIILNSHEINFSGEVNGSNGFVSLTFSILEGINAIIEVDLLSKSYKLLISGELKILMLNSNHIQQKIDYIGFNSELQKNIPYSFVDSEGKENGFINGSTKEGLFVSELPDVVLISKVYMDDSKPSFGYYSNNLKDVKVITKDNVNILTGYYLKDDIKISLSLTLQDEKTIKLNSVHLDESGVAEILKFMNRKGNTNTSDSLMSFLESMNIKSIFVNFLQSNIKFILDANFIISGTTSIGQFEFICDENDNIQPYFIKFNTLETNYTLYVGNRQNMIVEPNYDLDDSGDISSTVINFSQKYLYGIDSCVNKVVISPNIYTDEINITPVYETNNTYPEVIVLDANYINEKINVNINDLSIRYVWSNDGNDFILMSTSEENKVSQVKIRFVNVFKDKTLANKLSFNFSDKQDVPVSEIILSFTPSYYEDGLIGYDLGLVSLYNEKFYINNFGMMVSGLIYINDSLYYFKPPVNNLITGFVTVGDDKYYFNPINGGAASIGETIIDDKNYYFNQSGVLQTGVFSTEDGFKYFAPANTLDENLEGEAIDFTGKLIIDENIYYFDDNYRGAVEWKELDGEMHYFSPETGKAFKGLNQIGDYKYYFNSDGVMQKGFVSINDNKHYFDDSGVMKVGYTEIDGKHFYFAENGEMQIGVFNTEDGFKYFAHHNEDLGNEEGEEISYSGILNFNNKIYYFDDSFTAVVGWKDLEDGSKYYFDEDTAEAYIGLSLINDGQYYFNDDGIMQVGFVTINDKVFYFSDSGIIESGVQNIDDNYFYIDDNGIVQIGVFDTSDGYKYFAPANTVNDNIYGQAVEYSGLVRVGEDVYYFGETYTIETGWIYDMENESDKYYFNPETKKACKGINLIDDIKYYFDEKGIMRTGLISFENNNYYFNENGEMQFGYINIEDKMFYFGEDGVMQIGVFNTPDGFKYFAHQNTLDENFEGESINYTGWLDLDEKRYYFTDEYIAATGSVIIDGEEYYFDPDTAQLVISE
# CCHF vOTU inh = CCHFV vOTU protease inhibition; Pep-AMC fluorescence; inhibition, % at 11.5 µM; 370,000 tested, 0.55% active; in the data active = inhibition above about 30%; note: 0% = vehicle wells with enzyme and 100% = no enzyme wells
# Anthrax LF prot = blocks Bacillus anthracis lethal factor protease; inhibition, % at 10 µM; P15917; multiplex microsphere protease cleavage assay, LF; AID 588501; 360,000 tested, 0.12% active; note: plate controls were buffer without enzyme for full effect and enzyme alone for no effect
# BoNT-A LC inh2 = BoNT A light chain protease inhibition; multiplex microsphere protease substrate cleavage, flow cytometry; inhibition, % at 10 µM; 360,000 tested, 0.17% active; note: plate controls were buffer without enzyme for full effect and enzyme alone for no effect
# Y pestis TopoI = Y. pestis Topo-I inhibition via cleavage products; Y. pestis Topo-I cleavage product accumulation, plate reader; activity, % at 10 µM; 360,000 tested, 0.064% active; AID 504884; in the data active = activity above about 50%, passing the limit was not always enough; inconclusive = no clear call, values can overlap the other calls; note: inactives centre near 2
# Numbers without * were called inactive; ? = inconclusive; . = not tested or not shown; & = joins results of further samples. Cut-off read from the data, not from the text of the source, unless noted: active = inhibition above about 30%; inconclusive = no clear call, values can overlap the other calls; inactive = below that. The order is random; any-hit rate near 2.3%.
# The line under a structure holds: PfHsp40 yeast	PrPC TRFRET	FadD28 binding	BoNT-F LC inh	TcdB inh	CCHF vOTU inh	Anthrax LF prot	BoNT-A LC inh2	Y pestis TopoI
> O=C(COc1ccc(-c2nnco2)cc1)Nc1c(F)cccc1F
    1.7	7	-4.6	2	0.1	-9	1	2.3	-1
> COC(=O)c1c(N)[nH]c(C(=O)c2ccccc2)c1-c1ccccc1Br
    .	-6	.	-11	1.1	6	2	-0.7	.
> Cc1ccc(OCC(=O)NNC(=S)NC(=O)c2cccs2)c(C)c1
    -0.2	2	0.5	2	1.3	-8	0	0.5	-2
> CN(CC(=O)Nc1ccccc1Cl)C(=O)CN1C(=O)C2CCCCC2C1=O (stereo not given)
    3.7	9	-1.3	-2	2.2	-11	4	-0.6	-2
> CCOC(=O)C1=C(C)Nc2sc(C(=O)c3ccc(Br)cc3)c(N)c2C1c1ccc(C(=O)OC)cc1 (stereo not given)
    0.0	.	-1.0	-13	.	.	6	11	-1
> Cc1c(NC(=O)CN2c3cccc4cccc(c34)S2(=O)=O)c(=O)n(-c2ccccc2)n1C
    0.6	-5	-4.6	-2	.	-17	-1	-0.1	-7
> CC(C)(C)NCCOCCOc1ccc(Cl)cc1C(C)(C)C
    0.5	7	-1.9	4	0.6	-8	1	0.7	-5
> O=C(NC(=S)Nc1ccc(-c2nc3ncccc3o2)cc1)c1ccccc1F
    0.2	-2	1.0	1	0.7	-19	1	-0.2	-2
> Cc1cc(C)nc(NC(=O)c2ccc(C)c(C)c2)n1
    -1.1	3	-1.4	?	0.7	-8	-7	2.0	-21
> c1cncc(CSc2nnc3ccc(-c4cccs4)nn23)c1
    0.9	1	-4.8	-7	0.6	-9	2	0.1	11
> O=C(CC1CCCCC1)Nc1ncn[nH]1
    -0.9	-1	-0.4	3	.	4	2	-0.5	8
> COc1ccc(S(=O)(=O)N2CCN(CCc3ccccc3)CC2)cc1
    -1.1	7	0.8	13	0.4	7	-6	-3.0	-6
> CCCC[C@H](CC(=O)c1ccccc1)[C@@H](OC(C)=O)C(=O)Oc1c(C(C)C)cccc1C(C)C
    0.6	-6	-2.1	-10	0.9	4	-2	-0.2	4
> Cc1cc(C(=O)N2CCN(S(C)(=O)=O)CC2)cs1
    -2.1	0	1.3	0	1.4	-8	-7	-1.1	8
> O=C(Oc1ccc(-c2nnco2)cc1)c1ccc(F)c(S(=O)(=O)N2CCOCC2)c1
    -1.9	-2	-3.8	2	0.0	-5	2	-0.4	0
> CCOC(=O)c1cc(NC(=O)N(C(C)C)C(C)C)c(C)nc1C
    0.3	-5	0.6	-5	.	-6	-2	-1.0	3
> OC(CSc1nnnn1-c1ccccc1)Cn1c2ccccc2c2ccccc21 (stereo not given)
    .	6	.	1	0.6	-1	-6	-0.1	.
> CCN(CC)S(=O)(=O)c1ccc2c(c1)c(=O)c(C(=O)N1CCN(c3ccccn3)CC1)cn2C
    0.9	11	-0.8	-1	1.0	-1	9	-1.6	8
> CC(=O)Nc1ccccc1C(=O)C(=O)Nc1ccccc1
    -0.5	-5	-1.9	-4	.	4	2	-0.7	4
> Cc1ccc(NC(=O)COC(=O)CCc2c(C)nc3ncnn3c2C)cc1
    0.6	5	-1.4	-6	-5.2	8	-3	0.7	7

# One compound at a time (already shown):
# `Cc1cc(C(=O)N2CCN(S(C)(=O)=O)CC2)cs1` is entered as PfHsp40 yeast: -2.1; PrPC TRFRET: 0; FadD28 binding: 1.3; BoNT-F LC inh: 0; TcdB inh: 1.4; CCHF vOTU inh: -8; Anthrax LF prot: -7; BoNT-A LC inh2: -1.1; Y pestis TopoI: 8
# `CCOC(=O)c1cc(NC(=O)N(C(C)C)C(C)C)c(C)nc1C` is entered as PfHsp40 yeast: 0.3; PrPC TRFRET: -5; FadD28 binding: 0.6; BoNT-F LC inh: -5; TcdB inh: .; CCHF vOTU inh: -6; Anthrax LF prot: -2; BoNT-A LC inh2: -1.0; Y pestis TopoI: 3

# (list continues)
# The line under a structure holds: PfHsp40 yeast	PrPC TRFRET	FadD28 binding	BoNT-F LC inh	TcdB inh	CCHF vOTU inh	Anthrax LF prot	BoNT-A LC inh2	Y pestis TopoI
> COc1cccc(NC(=O)CSc2nnc(CN3CCOCC3)n2C)c1
    0.3	4	-4.4	-3	.	1	-1	0.5	10
> CN(C)CCNC(=O)C1Cc2c(-c3ccccc3Oc3ccccc3)ccnc2O1 (stereo not given)
    .	-6	-0.4	-9	5.1	2	-4	0.6	6
> C=CCOc1ccccc1CN1CCCC(CCC(=O)N(C)CCc2ccccn2)C1 (stereo not given)
    0.8	-1	-1.4	-4	6.4	-4	3	0.1	7
> O=C(CSc1nnc2n1CCCCC2)Nc1ccc(N2CCOCC2)cc1
    -0.6	1	2.7	-7	1.7	-9	-6	0.6	-1
> COC(=O)c1sccc1NS(=O)(=O)c1ccccc1
    2.4	9	-5.9	7	-8.2	9	0	0.8	8
> COc1ccc(C2C(C(C)=O)=C(O)C(=O)N2C)c(OC)c1 (stereo not given)
    -0.4	-2	-3.3	?	.	7	7	-0.8	-6
> COc1ccc(NS(=O)(=O)c2cn(C)nc2C)cc1
    -0.5	2	1.0	.	-0.1	-5	.	.	6
> CCn1c(SCC(=O)N(C)c2c(N)n(Cc3ccccc3)c(=O)[nH]c2=O)nnc1-c1cccs1
    .	5	-2.9	2	1.0	-1	-1	-0.2	8
> COc1ccc(C(C)(O)c2nc(-c3ccc(N(C)C)cc3)cs2)cc1 (stereo not given)
    .	5	0.5	-6	0.6	-1	-8	-0.8	-6
> CC(OC(=O)/C=C/c1ccccc1)C(=O)Nc1ccc2c(c1)OCCO2 (stereo not given)
    -1.9	-3	.	3	1.1	3	-1	-1.5	10
> O=[N+]([O-])c1oc2ccc3ccccc3c2c1CCO
    -0.8	-24	-1.2	3	1.6	1	-3	1.6	-7
> O=C(Cn1ccc2ccccc2c1=O)NCC(=O)N1CCN(c2ccc(F)cc2)CC1
    1.1	6	-0.1	1	0.9	-1	-3	-0.1	9
> Cc1ccc(-n2ncc(C#N)c2/N=C/N(C)C)cc1
    -2.5	-1	1.1	-5	.	7	-1	0.4	4
> Cc1cccc(OCc2nnc(NC(=O)Cc3cccs3)s2)c1
    2.4	4	-0.4	-2	.	17	-2	0.3	5
> Cc1ccc(S(=O)(=O)N(C)C)cc1-n1c(SCC(=O)Nc2ccc(F)c(F)c2F)nc2ccccc2c1=O
    1.9	4	-1.3	-10	.	-10	2	-0.3	4
> Cc1ccc(C)c(NC(=O)CSc2nnc(-c3ccncc3)o2)c1
    .	-5	-1.3	?	0.6	2	-4	-5.4	2
> O=C(Cn1nc(-c2ccc(Cl)cc2)c2ccccc2c1=O)NCC1CCCO1 (stereo not given)
    -0.6	8	-3.0	-21	.	14	-2	-2.9	-1
> CC(C)C1CC(c2ccccc2)(C(CN)CO)CCO1 (stereo not given)
    -1.9	-7	-0.8	-6	-0.2	-1	0	0.7	1
> CCCCOc1c(Br)cc(/C=N/O)cc1OCC
    -0.5	2	-6.8	-6	.	13	3	-1.2	13
> COC(=O)c1cc(Br)c(=O)n(-c2nccs2)c1
    -0.2	49*	-0.7	-8	.	6	-4	-0.6	-7
> CC(=O)C1CCC2C3CCC4=CC(=O)CCC4(C)C3(Br)C(=O)CC12C (stereo not given)
    5.7	-5	-2.9	-7	-0.3	4	-6	-0.7	6
> CC(=O)Nc1ccc(S(=O)(=O)O)c(OC(C)=O)c1
    0.5	-7	.	-6	-0.4	7	-3	-0.6	2
> O=C(COc1ccccc1F)NNC(=O)c1ccc(F)c(S(=O)(=O)N2CCOCC2)c1
    0.7	-1	0.0	-4	-0.2	6	-6	-0.6	4
> CCOc1ccc(OCC)c(NC(=O)CN2CCN(c3cccc(C)c3)CC2)c1
    3.3	4	-1.4	3	.	15	-3	-0.4	5
> COc1ccc(-c2cc(C(=O)OCC(=O)c3c(N)n(C)c(=O)n(C)c3=O)c3ccccc3n2)cc1
    1.8	-2	-0.4	-1	1.1	-6	1	0.4	-7
> CCN(CC(=O)NCc1ccc(Cl)cc1)C(=O)/C=C/c1cccs1
    -0.4	-2	-2.4	-9	1.1	-6	0	-0.6	9
> CC(=O)c1c(C)[nH]c(C(=O)NCc2ccco2)c1C
    -0.5	1	-1.8	-8	2.1	6	-3	-1.4	-9
> COC(=O)c1cc(S(=O)(=O)Nc2cccc(C)c2C)cn1C
    -0.1	1	-0.1	4	0.4	0	6	3.1	-3
> O=c1[nH]c2ccccc2n1C1CCN(CCCC(c2ccc(F)cc2)c2ccc(F)cc2)CC1
    9.9	-9	-6.0	-12	0.3	-6	-10	-0.7	18
> Cc1cc(NC(=O)C2CC2)ncc1NC(=O)c1ccccn1
    4.4	0	0.1	6	0.7	4	-4	0.9	1
> C/C(=N\NC(=O)C(O)(c1ccccc1)c1ccccc1)c1ccc(NC(=O)CCCC(=O)O)cc1
    -0.3	-3	-3.3	-1	2.0	-1	1	-0.4	1
> COC(=O)Nc1sc2c(c1C(=O)NC1CC1)CCCCCC2
    -0.4	-4	0.7	0	.	-12	-2	0.0	5
> O=C(CSc1nnc(COc2ccccc2Cl)o1)Nc1ccccc1
    0.3	-3	-2.2	2	-0.2	-4	-3	1.6	6
> Cc1ccc(NS(=O)(=O)c2cccc(C(=O)O)c2)cc1S(=O)(=O)N1CCCCC1
    1.2	-3	0.1	0	.	4	-2	-0.1	7
> CCOC(=O)c1ccc(-c2c(-c3ccc(OC)cc3)oc(=O)c3cc(OC)c(OC)cc23)cc1F
    0.3	7	0.0	-6	1.0	-3	1	0.1	-1
> CCCn1nnnc1SCC(=O)NC1CCCC1
    0.2	3	-1.9	4	0.5	7	-2	-1.8	-5
> C(=NOCc1ccccc1)c1ccccn1
    .	2	0.2	-4	-3.1	19	4	0.2	3
> O=C(NCCCN1CCCC1)c1ccc2c(c1)N(Cc1ccccc1)CCS2
    -2.8	-11	-4.8	0	1.2	-130	-6	-0.1	-12
> CCCCOc1ccc(NC(=O)CN2CCN(C(=O)OCC)CC2)cc1
    1.4	1	-1.1	-35	.	15	-11	-1.5	16
> COc1ccc(-c2ccc3c(N)c(C(=O)c4ccc(OC)c(OC)c4)sc3n2)cc1
    -0.7	-7	-2.8	5	.	-14	16	18	-10
> Cc1cc(C)c2c(N)c(C(=O)c3ccc(Cl)cc3Cl)sc2n1
    -1.2	0	1.0	-9	.	18	0	-0.2	3
> CCC(O)C1CCN(C(=O)c2cc(COc3ccc4ncccc4c3)on2)CC1 (stereo not given)
    1.0	20	-3.9	4	-0.4	19	-1	-1.7	12
> COc1cccc(CC(=O)N2CCN(S(=O)(=O)c3ccc(Br)cc3)CC2)c1
    0.8	4	-2.8	-16	-6.1	7	0	-3.2	2
> CCn1cc(C(=O)N2CC=C(c3ccccc3)CC2)c(=O)c2ccc(C)nc21
    0.1	.	-1.5	0	0.7	.	1	0.2	12
> C[C@@H](O)C#Cc1ccc2c(c1)O[C@H](CN(C)C(=O)Nc1ccccc1)[C@@H](C)CN([C@@H](C)CO)S2(=O)=O
    .	-1	-0.2	1	0.6&0.4&-0.3	3	1	-0.5	3
> COC(=O)c1cc(S(=O)(=O)N2CCN(c3cccc(Cl)c3)CC2)c[nH]1
    -1.2	.	-1.1	0	.	.	-10	-0.8	-7
> CCN(CC)CCN1C(=O)c2oc3ccccc3c(=O)c2C1c1cccc(Br)c1 (stereo not given)
    0.4	-3	-2.1	2	.	-8	2	0.5	4
> COc1ccc(CNC(=O)COC(=O)c2ccc(Br)o2)cc1
    0.2	-3	.	1	1.2	2	5	1.9	-11
> O=C(NC1C2CC3CC(C2)CC1C3)C1CC1 (stereo not given)
    0.1	7	-2.8	5	.	-9	2	-0.7	-11
> Cn1c(SCCOc2ccccc2Cl)nnc1-c1ccncc1
    8.1	13	-4.8	3	-0.6	-14	1	0.1	10
> CC(C)(C)n1nnnc1CN(Cc1ccc(F)cc1)Cc1ccco1
    2.2	5	-5.4	-37	.	12	-5	-2.1	30
> O=C(c1c(F)c(F)c(F)c(F)c1F)N1CCN(Cc2ccc3c(c2)OCO3)CC1
    0.6	-2	-4.0	-5	-1.7	-2	-12	-0.8	3

# Source: PubChem (several laboratories)
